# Bcl-xL primary = inhibitors of human Bcl-xL, primary screen, biochemical, fluorescence polarization, HTS; 320,000 tested, 0.7% active; GST-Bcl-xL / FITC-Bim BH3 peptide fluorescence polarization; Bcl-2-like protein 1 (Homo sapiens), Q07817; inhibition, % at 10.9 µM;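 active = inhibition above the mean of all tested compounds plus 3 SD, cutoff set per campaign, cut at about 30% in these data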;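 note: 0% = DMSO wells and 100% = unlabeled Bim-BH3 peptide competitor; inhibitors lower millipolarization by displacing the labeled peptide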
# Fam108B counter = mouse Fam108B serine hydrolase inhibitors, primary screen, counter-screen for RBBP9 inhibitor project, biochemical, fluorescence polarization. inhibition, % at 9.51 µM. recombinant Fam108B, FP-Rh probe fluorescence polarization. 300,000 tested, 0.33% active;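 active = inhibition above the screen mean inhibition plus 3 SD, computed separately per campaign, cut at about 18% in these data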;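 note: inhibitors lower polarization as less probe binds the enzyme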
# VLA-4 inh = inhibition in human VLA-4 binding assay, primary screen, VLA-4 allosteric modulator project, MLPCN library, flow cytometry, VLA-4 expressing cells | 330,000 tested, 0.2% active | Integrin alpha-4 (Homo sapiens), P13612 | inhibition, % (about 7 µM as worked out from the volumes in the protocol) | AID 2557, 2010 | ligand binding flow cytometry; in the data active = inhibition above about 50%
# GRK2 aptamer HTS = compounds blocking aptamer binding on GRK2 – biochemical, human GRK2, bead flow cytometry, HTS, primary screen; FAM-aptamer displacement from GRK2; inhibition of aptamer binding, % at 10 µM; 330,000 tested, 0.59% active;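 active = inhibition of aptamer binding above 40%, roughly 3 SD of noise, on plates passing a quality check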;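 note: median bead fluorescence of bound FAM aptamer so fluorescent compounds give negative values; no value below 0 was filed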
# MCL1 BIM primary = inhibitors of MCL1 binding to BIM-BH3, primary screen, biochemical, fluorescence polarization; inhibition, % at 10.9 µM; GST-MCL1 / FITC-Bim-BH3 fluorescence polarization; Induced myeloid leukemia cell differentiation protein Mcl-1 (Homo sapiens), Q07820; 320,000 tested, 0.68% active; AID 2057, 2009;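 active = inhibition above the mean inhibition of all tested compounds plus 3 SD, set per campaign, cut at about 40% in these data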;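 note: 0% = DMSO wells and 100% = unlabeled Bim-BH3 peptide control; higher means more loss of mP so more displacement of Bim peptide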
# GLD-1 TGE inh = GLD-1/TGE RNA complex disruptors, primary screen, biochemical, fluorescence polarization; inhibition, % at 5.96 µM; 320,000 tested, 0.44% active; Female germline-specific tumor suppressor gld-1 (Caenorhabditis elegans), Q17339; purified GLD-1 + fluorescein TGE RNA; AID 2280, 2010;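 active = percent inhibition above a per-plate cutoff, the plate mean of test compounds plus 3 SD, cut at about 30% in these data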;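 note: 0% = DMSO wells with GLD-1 and probe and 100% = wells lacking GLD-1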
# Target sequence (Q17339 whole entry, looked up): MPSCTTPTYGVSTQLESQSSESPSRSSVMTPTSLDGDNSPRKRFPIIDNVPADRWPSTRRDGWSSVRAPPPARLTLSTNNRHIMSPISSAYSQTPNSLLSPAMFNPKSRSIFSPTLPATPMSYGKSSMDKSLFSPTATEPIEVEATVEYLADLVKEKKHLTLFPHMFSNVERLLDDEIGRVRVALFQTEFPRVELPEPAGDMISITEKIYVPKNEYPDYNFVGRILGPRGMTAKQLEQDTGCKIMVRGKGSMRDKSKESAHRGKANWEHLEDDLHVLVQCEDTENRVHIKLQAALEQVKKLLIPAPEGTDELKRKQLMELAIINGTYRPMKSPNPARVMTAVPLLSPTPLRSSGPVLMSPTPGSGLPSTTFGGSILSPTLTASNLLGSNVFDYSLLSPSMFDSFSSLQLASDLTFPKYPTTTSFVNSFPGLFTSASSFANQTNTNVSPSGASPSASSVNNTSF
# AGP1 TOR yeast = modulators of AGP1-GFP expression in yeast TOR pathway, primary screen, cell-based, multiplex flow cytometry, S. cerevisiae, MLPCN library; 3 h; GFP as percent of DMSO wells; 320,000 tested, 0.02% active; AID 2066, 2009; GFP response vs DMSO, % at 10 µM;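 active = GFP response relative to DMSO above a set limit, near screen average plus 3 SD, cut at about 150% in these data; inconclusive = fewer than 70 cells counted for the yeast strain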;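 note: median GFP channel fluorescence of the gated AGP1 strain per well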
# MEX-5 binding = MEX-5 zinc finger RNA-binding disruptors – biochemical, C. elegans, fluorescence polarization, MLPCN library, primary screen. Zinc finger protein mex-5 (Caenorhabditis elegans), Q9XUB2. MEX-5/FITC-TCR2 RNA binding; stronger effect = lower value. activity score (negative = inhibition of binding), % at 10 µM. 300,000 tested, 0.38% active. AID 1832, 2009;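 active = inhibition past about -25% in most replicates, and total fluorescence under double the plate's negative control median, limit read from the data; inconclusive = replicates evenly split on the limit, or fluorescence at least double controls; inactive = too little inhibition in most replicates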;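 note: 0% = DMSO and -100% = 5 µM competing unlabeled TCR2 RNA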
# Target sequence (Q9XUB2 whole entry, looked up): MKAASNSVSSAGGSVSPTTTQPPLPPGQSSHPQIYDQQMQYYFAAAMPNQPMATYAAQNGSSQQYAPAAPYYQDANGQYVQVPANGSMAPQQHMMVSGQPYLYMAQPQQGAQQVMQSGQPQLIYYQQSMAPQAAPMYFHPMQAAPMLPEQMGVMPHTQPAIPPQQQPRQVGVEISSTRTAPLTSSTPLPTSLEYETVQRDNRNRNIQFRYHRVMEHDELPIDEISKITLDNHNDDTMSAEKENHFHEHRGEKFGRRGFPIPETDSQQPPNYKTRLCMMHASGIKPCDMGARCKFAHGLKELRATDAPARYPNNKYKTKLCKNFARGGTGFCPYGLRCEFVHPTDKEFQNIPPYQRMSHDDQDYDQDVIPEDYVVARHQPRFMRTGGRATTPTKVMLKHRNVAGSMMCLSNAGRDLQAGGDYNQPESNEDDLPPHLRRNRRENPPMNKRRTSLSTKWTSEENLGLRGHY
# CIT2-GFP yeast = modulators of CIT2-GFP expression in yeast, primary screen, S. cerevisiae, GFP fusion, multiplex flow cytometry, MLPCN library | GFP response vs DMSO, % at 10 µM | 320,000 tested, 0.065% active | S. cerevisiae CIT2-GFP strain, 3 h; 100 means same as DMSO wells;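 active = GFP response relative to DMSO above a set limit, near the screen mean plus 3 SD, cut at about 150% in these data; inconclusive = Fewer than 70 cells measured for a yeast strain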;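 note: ratio of well median GFP fluorescence to mean of DMSO wells on the plate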
# * = called active by the depositor; ? = inconclusive; . = no result given.
SMILES,Bcl-xL primary,Fam108B counter,VLA-4 inh,GRK2 aptamer HTS,MCL1 BIM primary,GLD-1 TGE inh,AGP1 TOR yeast,MEX-5 binding,CIT2-GFP yeast
CC1CCc2nc(NC(=O)c3cc(C(C)(C)C)nn3C)sc2C1 (centres undefined),8,2,16,0,2,3,100,0.1,89
COc1ccc(C(=O)OCC(=O)N2CCc3ccccc3C2)cc1OC,.,.,-2,0,.,2,105,.,116
CCOc1ccc(CN2C(=O)c3ccccc3C2=O)cc1C(=O)O,-1,-2,7,6,-6,4,95,-4.5,93
O=C(CCCCCCN1C(=O)c2ccccc2C1=O)NC1CCCCC1,2,0,4,0,7,0,98,2.2,83
COc1cc(S(=O)(=O)N2CCOCC2)ccc1NC(=O)CSc1nnc(N)s1,1,-3,-3,0,-1,-4,91,0.5,93
CCCCNC(=O)NS(=O)(=O)c1ccc(NS(=O)(=O)c2ccccc2)cc1,4,-2,3,1,3,6,100,0.4,96
CCc1c(O)nc(SCC(=O)Nc2ccccc2C)[nH]c1=O,5,1,-2,0,6,4,101,-1.5,94
CN(Cc1ccccc1)S(=O)(=O)c1ccc(N2CCOCC2)nc1,4,1,-1,1,5,9,99,-2.8,85
O=C(CN1CCN(S(=O)(=O)c2ccc(F)cc2)CC1)NCC1(N2CCOCC2)CCCCC1,-8,.,7,0,-7,0,92,.,95
O=C(COC(=O)c1cccc(F)c1)NC1CC1,3,1,2,0,4,-1,94,0.3,102

# Record cards (already shown):
# Entry for `CCc1c(O)nc(SCC(=O)Nc2ccccc2C)[nH]c1=O` : Bcl-xL primary = 5; Fam108B counter = 1; VLA-4 inh = -2; GRK2 aptamer HTS = 0; MCL1 BIM primary = 6; GLD-1 TGE inh = 4; AGP1 TOR yeast = 101; MEX-5 binding = -1.5; CIT2-GFP yeast = 94
# Entry for `CCOc1ccc(CN2C(=O)c3ccccc3C2=O)cc1C(=O)O` : Bcl-xL primary = -1; Fam108B counter = -2; VLA-4 inh = 7; GRK2 aptamer HTS = 6; MCL1 BIM primary = -6; GLD-1 TGE inh = 4; AGP1 TOR yeast = 95; MEX-5 binding = -4.5; CIT2-GFP yeast = 93

# (list continues)
SMILES,Bcl-xL primary,Fam108B counter,VLA-4 inh,GRK2 aptamer HTS,MCL1 BIM primary,GLD-1 TGE inh,AGP1 TOR yeast,MEX-5 binding,CIT2-GFP yeast
CCc1ccc(NC(=O)NCc2ccccn2)cc1,3,3,-2,0,7,4,103,1.9,106
COc1ccc(C)cc1S(=O)(=O)N1CCC(C(=O)N2CCOCC2)CC1,1,1,-11,1,-7,-1,100,1.0,98
CC(C)(C)n1nnnc1C(c1cccc(C(F)(F)F)c1)N1CCOCC1 (centres undefined),6,4,-5,1,8,-3,103,-0.6,103
O=C(O)CCC(=O)N1N=C(c2ccco2)CC1c1ccco1 (centres undefined),4,0,12,21,11,-6,105,1.3,107
Cc1ccc(S(=O)(=O)NCCC(=O)N2CCN(S(=O)(=O)c3cccc(F)c3)CC2)cc1C,3,1,-3,3,-7,-3,107,0.0,98
COc1ccc(OC)c(C2C(C(C)=O)=C(C)Nc3ncnn32)c1 (centres undefined),2,-4,-22,0,-4,1,100,0.0,100
Cc1cc(CC(C)C)n(-c2nc3ccccc3c(=O)n2OCc2ccccc2)n1,3,0,5,3,-2,0,100,?,104
CC(C)(C)CN1CCNC(=O)C1CC(=O)NCCN1CCCc2ccccc21 (centres undefined),15,-1,8,0,21,18,118,-3.2,113
CCN(CC(=O)Nc1cccc(S(=O)(=O)N2CCCCC2)c1)Cc1ccccc1,1,-2,-3,2,-3,4,102,0.9,101
CC(C)CCNc1ncnc2c1cnn2Cc1ccccc1Cl,1,1,8,1,2,-2,95,-0.3,94
Cc1cc(NC(=O)c2ccccc2Oc2ccccc2)no1,3,-2,8,0,-2,6,95,0.5,103
O=C1c2ccccc2C(Nc2ccc(S(=O)(=O)N3CCCCCC3)cc2)N1Cc1ccco1 (centres undefined),4,-5,-2,15,-2,3,98,1.6,101
CNc1oc(C)nc1S(=O)(=O)c1ccc(C)cc1,5,1,18,1,2,-10,100,1.7,87
CCOC(=O)c1c(NC(=O)c2nn(C)cc2[N+](=O)[O-])sc(C)c1C,7,-31,1,0,10,-1,90,-0.9,102
CN1CCN(NC(=O)/C=C/c2cccc(Cl)c2)CC1,4,5,16,23,1,4,100,-0.7,100
Cn1c(=O)cc(NCc2ccccc2)[nH]c1=O,-4,3,2,0,-5,-5,108,0.7,106
CN(c1cc(=O)n2ccccc2n1)C1CCCCC1,-3,-1,3,11,-8,0,105,2.9,98
O=C(Nc1ccc(-c2n[nH]c(=S)o2)cc1)c1ccccc1Cl,-34,-2,-4,2,-18,8,88,0.2,95
CCn1cc(/C=C/C(=O)Nc2ccn(Cc3c(F)c(F)cc(F)c3F)n2)cn1,7,5,2,1,11,1,.,-0.1,.
COc1ccccc1OCCC(=O)OCC(=O)NCc1ccccc1,6,6,5,3,1,5,105,2.4,102
COCCCNC(=O)c1ccc(CS(=O)(=O)c2ccccc2C)o1,4,-4,5,30,-1,5,95,2.7,95
COCCN1Cc2cccc(C(=O)NCc3ccc4c(c3)OCO4)c2C1=O,2,-1,10,1,4,-1,98,-1.9,98
N#Cc1sc(C(N)=O)c(-c2ccccc2)c1-c1ccccc1,0,-2,-4,.,-4,0,109,-1.2,99
O=C(Nc1ccccc1N1CCCCC1)C1=COCCO1,3,.,17,0,2,-12,94,.,94
COc1ccc2cc3c(nc2c1)OCC3,7,-4,10,0,5,-2,101,1.2,102
COc1ccc2c(c1)C(c1ccc(Cl)cc1)NC(=O)C2 (centres undefined),5,4,-10,0,7,1,86,-0.4,91
Cn1cccc1-c1nc2ccc(NC(=O)c3ccco3)cc2[nH]1,-1,1,-7,0,0,-4,101,0.7,.
COCCNC(=O)[C@H]1C[C@@H]1[C@H](NP(=O)(c1ccccc1)c1ccccc1)c1ccccc1,2,1,-9,0,3,3,99,.,113
CSc1ccc(CCNC(=O)CN2C(=O)c3cccnc3Oc3ccc(C)cc32)cc1,3,1,3,7,7,3,94,-1.6,97
Oc1c(C=Nc2ccc(Cl)cn2)sc2ccccc12,-23,1,-10,0,-41,-59,102,0.7,107
CCNc1nc(NCC)nc(C(=O)OCCO)n1,0,2,2,0,-3,0,103,-0.1,107
Nc1nc2ccccc2n1Cc1ccc(Cl)c(Cl)c1,7,2,16,0,4,-3,99,0.3,101
O=C(O)/C=C/C(=O)NCc1ccccn1,52*,2,6,0,50*,36*,105,-17,104
Cc1nc(NCc2ccco2)nc2c1C(=O)CC(C)C2 (centres undefined),7,-2,1,0,9,6,108,-0.4,101
Cc1cc([N+](=O)[O-])nn1CCCC(=O)Nc1ccc2c(c1)OCO2,4,1,8,3,4,4,98,-4.8,96
CC(=O)c1c(C)[nH]c(C(=O)OCC(=O)N2c3ccccc3NC(=O)C2(C)C)c1C,-3,-2,13,0,-5,5,98,-5.6,93
Cc1noc(C)c1C(=O)N1CCN(S(=O)(=O)c2cccs2)CC1,6,4,0,2,6,1,98,3.9,96
COc1cc(C(=O)OCc2nc3ccsc3c(=O)[nH]2)c([N+](=O)[O-])cc1OC,4,0,8,0,9,3,105,0.0,92
CCOC(=O)NC(=O)/C(C=Nc1ccc(Cl)cc1)=C(\C)O,2,2,-1,0,3,5,102,-0.3,95
COc1ccc2oc(C(=O)c3ccccc3)c(N)c2c1,6,3,-3,0,7,1,82,0.9,87
CCN(CC)S(=O)(=O)c1ccc(OC)c(NC(=O)c2cc(=O)[nH]c3ccccc23)c1,-3,1,14,4,-7,7,104,-2.2,90
CCOC(=O)NC(=O)c1cn(N(C)c2ncc(C(F)(F)F)cc2Cl)c(=O)[nH]c1=O,5,2,5,0,7,4,97,2.1,96
COc1cc2cc(C)c3nnc(SCC(=O)Nc4cc(C)on4)n3c2cc1OC,-2,1,-2,3,-1,5,93,-0.4,95
COc1cccc(C(=O)CC(C(=O)O)c2ccc(F)cc2)c1 (centres undefined),-4,-1,-3,9,-5,-2,102,-2.0,105
CC(=O)N=C1SC2CS(=O)(=O)CC2N1Cc1ccc(C)cc1 (centres undefined),4,-2,27,0,0,4,106,-2.5,103
O=C(NNC(=S)Nc1ccccc1)c1ccncc1,10,1,20,6,9,0,105,-0.7,108
CCOC(=O)c1c(C)nn(-c2ccc(NC(=O)c3c(C)noc3C)cc2)c1C,1,3,6,1,35,4,102,-5.6,106
Cc1noc(/C=C/c2cccs2)c1S(=O)(=O)N1CCC(C(=O)NCCCN2CCC(C)CC2)CC1,5,2,6,0,-4,5,105,1.6,99
Nc1c(S(=O)(=O)c2ccccc2)c2nc3ccccc3nc2n1CCN1CCOCC1,11,4,-5,4,17,-8,103,-4.4,102
O=C(COC(=O)Cc1ccccc1F)Nc1cc(S(=O)(=O)N2CCOCC2)ccc1N1CCCC1,-1,-1,14,0,-5,2,94,-0.5,98

# In another format: results already given
# Under each structure: Bcl-xL primary | Fam108B counter | VLA-4 inh | GRK2 aptamer HTS | MCL1 BIM primary | GLD-1 TGE inh | AGP1 TOR yeast | MEX-5 binding | CIT2-GFP yeast
- CC(=O)N=C1SC2CS(=O)(=O)CC2N1Cc1ccc(C)cc1 (centres undefined)
 : 4 | -2 | 27 | 0 | 0 | 4 | 106 | -2.5 | 103
- O=C(NNC(=S)Nc1ccccc1)c1ccncc1
 : 10 | 1 | 20 | 6 | 9 | 0 | 105 | -0.7 | 108
- CCOC(=O)c1c(C)nn(-c2ccc(NC(=O)c3c(C)noc3C)cc2)c1C
 : 1 | 3 | 6 | 1 | 35 | 4 | 102 | -5.6 | 106
- Cc1noc(/C=C/c2cccs2)c1S(=O)(=O)N1CCC(C(=O)NCCCN2CCC(C)CC2)CC1
 : 5 | 2 | 6 | 0 | -4 | 5 | 105 | 1.6 | 99

# The results go on.
SMILES,Bcl-xL primary,Fam108B counter,VLA-4 inh,GRK2 aptamer HTS,MCL1 BIM primary,GLD-1 TGE inh,AGP1 TOR yeast,MEX-5 binding,CIT2-GFP yeast
CCCn1c(=O)n(C)c(=O)c2c(SCC(=O)NCC(c3ccccc3)N(C)C)nc(CC(C)C)nc21 (centres undefined),-4,2,-3,0,-12,6,96,-1.8,102
CN(C)/C=C/c1oc2ccc(O)cc2c1[N+](=O)[O-],-11,1,-4,3,-13,-10,97,-1.4,95
COc1cccc(O)c1CN1CCC(C(=O)Nc2ccc(Oc3cccnc3)cc2)CC1,0,5,2,0,8,-1,103,1.7,106
Cc1cc(NC(=O)CSc2nnc(-c3ccncc3)n2-c2ccc(F)cc2)no1,-2,-4,4,4,1,-3,75,1.0,91

# Screening results (PubChem BioAssay)
